Screens: PubChem BioAssay, several laboratories
CHRM4 PAM: potentiates acetylcholine response at human M4 receptor; P08173; CHO-K1 hM4/Gqi5, Fluo-8 calcium fluorescence, ACh EC20; 0% = ACh EC20, 100% = maximal ACh; activation, % at 3 µM; hit rate 0.4% among 360,000; AID 624126;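 active = activation above its plate's cutoff, the mean activation of sample wells plus 3 SD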; also: some results filed as inactive read as strong as hits
M5 PAM: positive allosteric modulators of human muscarinic M5 receptor; hit rate 0.3% among 360,000; P08912; activation, % at 3 µM; AID 624038; CHO-K1 hM5, Fluo-8 calcium, ACh EC20 PAM; 0% = ACh EC20, 100% = ACh EC100;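 active = activation above the run cutoff, the mean activation of all test compounds plus 3 SD, cut at about 18% in these data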
Target sequence (P08912 whole entry, looked up): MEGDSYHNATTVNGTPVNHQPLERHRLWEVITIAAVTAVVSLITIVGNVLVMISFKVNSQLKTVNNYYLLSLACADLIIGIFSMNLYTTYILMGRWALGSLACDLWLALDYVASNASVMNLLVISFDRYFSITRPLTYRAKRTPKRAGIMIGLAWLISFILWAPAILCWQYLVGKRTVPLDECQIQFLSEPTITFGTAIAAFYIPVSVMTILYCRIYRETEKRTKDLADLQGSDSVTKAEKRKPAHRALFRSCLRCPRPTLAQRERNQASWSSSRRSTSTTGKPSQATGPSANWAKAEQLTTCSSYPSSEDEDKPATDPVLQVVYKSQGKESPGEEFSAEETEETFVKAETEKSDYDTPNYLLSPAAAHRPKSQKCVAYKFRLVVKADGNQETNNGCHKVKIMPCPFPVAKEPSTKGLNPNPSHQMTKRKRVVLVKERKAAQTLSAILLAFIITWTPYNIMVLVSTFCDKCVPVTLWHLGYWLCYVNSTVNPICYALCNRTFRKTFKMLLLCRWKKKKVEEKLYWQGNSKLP
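Assay system: CHO-K1 hM5 cells. Also added: acetylcholine at EC20 concentration, added after compound. Dosing: 3 µM, single dose. Times: compound preincubation 140 s before EC20 acetylcholine addition. Signal: Fluo-8 calcium fluorescence. Measure: % activation relative to EC20 and EC100 ACh responses. Repeats: singlicate, one well per test compound.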
CHRM5 antagonist: antagonists of human muscarinic M5 receptor (CHRM5). P08912. CHO-hM5 cells, Fluo-8 calcium fluorescence, ACh EC80. inhibition, % at 3 µM. hit rate 0.59% among 360,000. AID 624040;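 active = inhibition above a per-plate cutoff, the mean of that plate's test compounds plus 3 SD, cut at about 27% in these data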;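 also: 0% = acetylcholine EC80 with DMSO and 100% = DMSO without agonist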
CRFBP-R2 agonist: agonists of human CRF-binding protein/CRF-R2 receptor complex | HEK293 CRF-R2/CRF-BP, calcium dye fluorescence (FLIPR); percent of saturating CRF peptide response | activation, % at 13.2 µM | hit rate 0.46% among 350,000 | AID 588473;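 active = activation of at least 50%, plus an integration ratio under a set limit after plate pattern correction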;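 also: plate controls were neutral control wells without compound for no effect and CRF at EC100 for full effect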
M5 ag: CHRM5 agonism in calcium assay; activation, % at 3 µM; P08912; hit rate 0.19% among 360,000; AID 624037; CHO-K1 hM5 cells, Fluo-8 calcium fluorescence; 0% DMSO wells, 100% maximal acetylcholine response;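 active = activation above the run's mean over test compounds plus 3 SD, cut at about 23% in these data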;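 also: signal is peak over basal fluorescence ratio across the kinetic read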
CRFBP-R2 block: CRF-BP/CRF-R2 complex antagonism. inhibition, % at 11.8 µM. HEK293 CRF-R2/CRF-BP, CRF-induced calcium fluorescence. hit rate 0.59% among 350,000;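 active = inhibition of the ligand-induced calcium signal above about 50% at the single tested concentration, limit read from the data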
M1 PAM: positive allosteric modulators of human M1 muscarinic receptor; P11229; CHO-K1 hM1, Fluo-8 calcium fluorescence, ACh EC20; 0% = ACh EC20, 100% = maximal ACh; activation, % at 3 µM; hit rate 0.088% among 360,000; AID 588819; in the data active = activation above about 19%, passing the limit was not always enough
Target sequence (P11229 whole entry, looked up): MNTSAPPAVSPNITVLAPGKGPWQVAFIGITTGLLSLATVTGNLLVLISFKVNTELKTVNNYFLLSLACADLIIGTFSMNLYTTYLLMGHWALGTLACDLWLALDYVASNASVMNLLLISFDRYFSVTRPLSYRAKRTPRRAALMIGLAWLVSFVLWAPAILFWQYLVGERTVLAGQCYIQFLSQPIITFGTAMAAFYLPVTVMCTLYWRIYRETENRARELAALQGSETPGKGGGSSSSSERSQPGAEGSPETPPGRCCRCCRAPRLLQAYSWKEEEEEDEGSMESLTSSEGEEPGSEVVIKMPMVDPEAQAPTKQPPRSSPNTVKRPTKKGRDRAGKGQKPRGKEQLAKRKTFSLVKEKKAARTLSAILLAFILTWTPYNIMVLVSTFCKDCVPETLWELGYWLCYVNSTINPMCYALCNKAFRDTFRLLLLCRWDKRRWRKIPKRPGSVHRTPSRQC
M4 ag: agonists of human muscarinic M4 receptor (CHRM4) | P08173 | CHO-K1 hM4/Gqi5, Fluo-8 calcium fluorescence; vehicle 0%, full acetylcholine response 100% | activation, % at 3 µM | hit rate 0.14% among 360,000 | AID 624127;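 active = activation above the run mean over all test wells plus 3 SD, cut at about 32% in these data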;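 also: peak over basal fluorescence ratio per well then scaled between controls; 0% = DMSO wells and 100% = acetylcholine at EC100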
CHRM4 antagonist: CHRM4 antagonism in calcium assay; P08173; CHO-hM4 cells, ACh EC80, Fluo-8 calcium fluorescence; inhibition, % at 3 µM; hit rate 0.73% among 360,000; AID 624125;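 active = inhibition above its plate's cutoff, the mean inhibition of sample wells plus 3 SD, cut at about 27% in these data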;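 also: 0% = acetylcholine EC80 with DMSO and 100% = DMSO without agonist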
Numbers without * were called inactive; x = no result given.

The opening three compounds as a preview:
| structure | CHRM4 PAM | CHRM5 antagonist | M5 ag | CHRM4 antagonist | M1 PAM | CRFBP-R2 agonist | M4 ag | CRFBP-R2 block | M5 PAM |
| --- | --- | --- | --- | --- | --- | --- | --- | --- | --- |
| O=C(Nc1cccc(C(=O)N2CCOCC2)c1)c1cncc(Br)c1 | 6 | -4 | -2 | -4 | -3 | 0.9 | 1 | 2 | 4 |
| C[C@H](NC(=O)OCc1ccccc1)C(=O)N[C@@H](Cc1c[nH]c2ccccc12)C(=O)O | 4 | 4 | 1 | -6 | -8 | -2.4 | 1 | 0 | 4 |
| Oc1ccc(-n2cccc2/C=N/n2cnnc2)cc1 | 10 | -6 | -2 | -3 | 0 | 1.0 | 1 | -25 | 4 |

The whole of this part, previewed entries included:
| structure | CHRM4 PAM | CHRM5 antagonist | M5 ag | CHRM4 antagonist | M1 PAM | CRFBP-R2 agonist | M4 ag | CRFBP-R2 block | M5 PAM |
| --- | --- | --- | --- | --- | --- | --- | --- | --- | --- |
| O=C(Nc1cccc(C(=O)N2CCOCC2)c1)c1cncc(Br)c1 | 6 | -4 | -2 | -4 | -3 | 0.9 | 1 | 2 | 4 |
| C[C@H](NC(=O)OCc1ccccc1)C(=O)N[C@@H](Cc1c[nH]c2ccccc12)C(=O)O | 4 | 4 | 1 | -6 | -8 | -2.4 | 1 | 0 | 4 |
| Oc1ccc(-n2cccc2/C=N/n2cnnc2)cc1 | 10 | -6 | -2 | -3 | 0 | 1.0 | 1 | -25 | 4 |
| O=C(NCCC1=CCCCC1)c1cc(S(=O)(=O)N2CCCCC2)ccc1Cl | 3 | 1 | 3 | -25 | 3 | 1.6 | 0 | -2 | -2 |
| O=C1c2ccc(-c3ccc(Cl)c(C(F)(F)F)c3)cc2S(=O)(=O)c2cccc(C(=O)N3CCN(c4ccc(Cl)cn4)CC3)c21 | 6 | 14 | 3 | 3 | -15 | 1.1 | 3 | 12 | -3 |
| COc1cccc(C2NC(=O)CCC2[N+](=O)[O-])c1 (configuration not stated) | 6 | -5 | -1 | -17 | 12 | -1.5 | 2 | 9 | 5 |
| O=C(Nc1ccccc1N1CCOCC1)c1ccccc1NS(=O)(=O)c1ccc(F)c(F)c1 | -3 | 23 | 14 | 1 | -1 | 33 | 13 | 15 | 36* |
| COc1ccc(CNCCS(=O)(=O)NCc2ccc(OC)cc2)cc1 | 4 | 9 | 0 | 9 | 12 | -3.7 | 3 | 6 | -2 |
| O=c1cc2oc3cc(O)c(O)cc3c(-c3ccccc3[N+](=O)[O-])c-2cc1O | -2 | 2 | 1 | 6 | -4 | 0.0 | -2 | 12 | 1 |
| CC(=O)Nc1nc(SCCCc2ccccc2)n[nH]1 | 0 | -8 | -3 | -17 | -4 | 0.0 | 1 | -4 | -4 |
| O=C(Cn1cc(COc2ccccc2[N+](=O)[O-])nn1)c1ccc(O)cc1 | -2 | -11 | 2 | -10 | 1 | -0.1 | 1 | -1 | 4 |
| CCOc1ccccc1CNS(=O)(=O)c1cnc[nH]1 | 7 | -5 | -2 | -15 | 4 | 0.7 | 2 | -13 | 3 |
| COc1ccc(CCn2c(C(C)C)nc3c(c(=O)c4ccccc4n3C)c2=O)cc1 | -6 | 12 | -4 | -8 | -31 | 115* | 9 | 50 | -12 |
| CC(C)CN(C(=O)COC(=O)c1cc2c(s1)CCC2)C1CCS(=O)(=O)C1 (configuration not stated) | 3 | 1 | -6 | 0 | 0 | -1.1 | 0 | 7 | -8 |
| Cc1ccc(NS(=O)(=O)c2ccc(CCC(=O)NCc3cccnc3)cc2)cc1 | 16 | -9 | -5 | -6 | 11 | 11 | 1 | -8 | 4 |
| COc1cc(C2N(C)CCC3(OCCO3)C2(C)C)cc(OC)c1OC (configuration not stated) | 1 | 1 | -2 | -3 | 3 | 0.2 | 1 | -5 | -3 |
| O=C(O)Cn1nc(-c2ccccc2)oc1=O | 1 | -2 | 0 | 1 | 7 | 2.0 | 1 | 11 | 7 |
| CCOc1ccc(CCN2C(=O)C(=O)N([C@@H](Cc3ccc(O)cc3)CN3CCC[C@H]3CN3C(=O)C(=O)NC[C@@H]3Cc3ccc(O)cc3)C[C@@H]2Cc2ccc(O)cc2)cc1 | 1 | -6 | 2 | -19 | x | x | 0 | x | 4 |
| Cn1c(Cc2cccc3ccccc23)nnc1SCC(=O)N1CCN(c2ccccc2)CC1 | 25 | -2 | 3 | -6 | 5 | -4.9 | 4 | -36 | 7 |
| COC(=O)Cc1c(C)nc2nc(-c3ccco3)[nH]n2c1=O | 11 | 6 | 0 | 12 | 4 | 0.1 | 2 | 11 | -2 |
| O=C(N/N=C/C1CCCCC1)c1ccccc1-n1cccc1 | 10 | 0 | -2 | -4 | 8 | -0.6 | -1 | 12 | 1 |
| Cc1ccccc1-c1noc(CCC(=O)NCCc2ccccc2)n1 | -8 | 12 | 3 | 10 | -3 | -1.7 | 12 | 4 | -9 |
| CC(=O)C1=C(c2ccccc2)NC(=O)NC1c1ccccc1OCC#N (configuration not stated) | -6 | -10 | 3 | 6 | 10 | -0.3 | 2 | 11 | 6 |
| COc1cc(NC(=O)COc2ccc(Br)cc2)ccc1NC(=O)C(C)C | -4 | -9 | -1 | -4 | 9 | 0.9 | 2 | -5 | -1 |
| COc1cc(/C=C2\SC(=S)N(NC(=O)c3ccncc3)C2=O)ccc1O | -17 | -3 | 16 | 1 | -3 | 7.0 | 6 | -16 | 1 |
| COc1ccc(-c2csc(NC(=S)NC(=O)c3ccco3)n2)cc1Br | 0 | 17 | -2 | 16 | 1 | 1.5 | 0 | -4 | -2 |
| Cc1ccc(C(=O)CC(=O)c2ccc(C)cc2O)cc1 | 1 | -1 | -1 | -8 | 9 | -0.3 | -2 | 8 | 0 |
| CN(c1ccccc1C(=O)O)S(=O)(=O)c1ccc2[nH]c(=O)[nH]c2c1 | 2 | 16 | -1 | 6 | 10 | -0.2 | 1 | -1 | 1 |
| Cc1ccc(N/N=C2\COC(C)(C)CC2=O)cc1 | -7 | 0 | 2 | 2 | 0 | 2.8 | 1 | 0 | -3 |
| Cc1ccc(O)c(-c2[nH]ncc2C(=O)c2ccc(Cl)cc2)c1 | -5 | 3 | 3 | -6 | 9 | -0.4 | 5 | -9 | -4 |
| N#CCCN(Cc1cccnc1)C(=O)c1sc2cc(F)ccc2c1Cl | -2 | -4 | 4 | 0 | 3 | -2.2 | 4 | -7 | -6 |
| COc1ccccc1/C=C(\NC(=O)c1ccc(OC)c(OC)c1)C(=O)Nc1ccc([N+](=O)[O-])cc1 | 0 | -16 | 2 | -7 | 1 | 1.0 | 0 | 4 | 1 |
| O=C(CNc1cccc2ccccc12)N/N=C/c1ccc(C(=O)O)cc1 | 0 | 2 | 0 | -6 | -2 | 0.5 | 1 | -15 | -2 |
| COc1ccccc1N(C(=O)CNS(=O)(=O)c1ccccc1)C(C(=O)NCc1ccco1)C(C)C (configuration not stated) | 3 | 2 | -4 | -15 | 5 | 0.2 | 2 | -5 | 1 |
| O=C(CSc1nc2c(c(=O)n1-c1ccccc1)SCC2)N1CCN(c2ccccc2)CC1 | 15 | -6 | 1 | -15 | 13 | -3.8 | -3 | -4 | 6 |
| Cc1cccc(Cn2cc3c(=O)n(Cc4cccc(F)c4)nc-3c3ccccc32)c1 | -9 | 12 | 2 | -4 | -1 | 1.5 | 26 | 1 | -11 |
| COC(=O)C(O)(CC(=O)c1ccc(OC)cc1)C(F)(F)F (configuration not stated) | -3 | -2 | -2 | 6 | 7 | 0.8 | 1 | 4 | 3 |
| Cc1ccccc1NC(=S)Nn1cnnc1 | 8 | 0 | -4 | -12 | 12 | 0.2 | 0 | -17 | -5 |
| COc1cc(/C=N/NC(=O)c2cccc([N+](=O)[O-])c2)cc(OC)c1O | 5 | 5 | -2 | -5 | 7 | -0.2 | 1 | -12 | -5 |
| CSc1ncc(C(=O)NCCCc2ccccc2)c(C)n1 | -1 | 2 | -3 | 1 | 2 | -3.8 | 0 | 11 | -3 |
| CCOC(=O)c1ccccc1NC(=O)COc1cc(=O)n(CC)c2ccccc12 | 11 | 0 | 1 | 6 | 2 | 1.6 | 2 | -8 | -6 |
| O=C(CSc1ncn[nH]1)NCCc1ccccc1 | 4 | 8 | -2 | 2 | 2 | -0.4 | 0 | -5 | -5 |
| CCc1cc(C(=O)Nc2nnc(C3CC3)s2)sc1C | 6 | -6 | -9 | -19 | 9 | -0.9 | 0 | -18 | 1 |
| Cc1cc(C)n(-c2ccc(Cl)c(C(=O)Nc3cc(C(F)(F)F)ccc3Cl)n2)n1 | 1 | 5 | -3 | -4 | 5 | -1.3 | 0 | 0 | 1 |
| Cc1ccc(S(=O)(=O)N2CCCCC2C)cc1[N+](=O)[O-] (configuration not stated) | 1 | 3 | -2 | -11 | -3 | 0.3 | 0 | 21 | 6 |
| Cc1no[n+]([O-])c1COc1cccc(/C=N/Nc2nncn2N)c1 | -24 | 15 | 0 | 20 | 1 | 2.6 | 7 | 36 | -7 |
| CCOc1cc(CNc2ccc3c(c2)CCC3)ccc1O | 5 | -5 | -8 | 0 | 2 | -0.3 | 0 | 2 | -7 |
| COCCCn1c(SCC(=O)N2CCc3ccccc32)nnc1-c1ccco1 | 0 | 5 | -2 | 1 | 3 | 0.2 | 2 | -14 | -7 |
| CN(C)c1nc2c(N)ncnc2n1C1OC(CO)C(O)C1O (configuration not stated) | -1 | 17 | 3 | -3 | 5 | 1.1 | 1 | -26 | -10 |
| CCN(CCO)CC1CCCC2CCCCC21 (configuration not stated) | 4 | -12 | -3 | 4 | x | x | 1 | x | 6 |
| C[C@H]1CN([C@@H](C)CO)C(=O)c2cc(C3=CCCC3)cnc2O[C@@H]1CN(C)C(=O)c1ccncc1 | -3 | -3 | 1 | 15 | 0 | 3.2 | 0 | 6 | -1 |
| CCCN(C(=O)Cn1nc(C)c([N+](=O)[O-])c1C)c1c(N)n(Cc2ccccc2)c(=O)[nH]c1=O | 18 | -4 | 0 | -7 | 16 | -0.3 | 0 | -2 | 3 |
| CCOC(=O)N1CCC(Nc2c(NCCCOC)c(=O)c2=O)CC1 | 2 | 2 | -2 | -4 | 13 | 0.1 | 1 | -6 | -1 |
| Cc1nc(Nc2ccccc2O)c2oc3ccccc3c2n1 | 9 | -4 | -2 | -9 | 9 | 0.8 | 1 | 14 | -1 |
| COc1ccc(NC(=O)C2CCC(CNC(=O)[C@@H]3Cc4ccccc4CN3)CC2)cc1 (some centres not stated) | 1 | 5 | -11 | -4 | 8 | 5.5 | 1 | 3 | 2 |
| CNC1=C(N(C(C)=O)c2ccc(Br)cc2)C(=O)c2ccccc2C1=O | 9 | -6 | -3 | 2 | -2 | -0.8 | 1 | 3 | 1 |
| CC(C(=O)Nc1ccc(S(=O)(=O)N2CCOCC2)cc1)N1CCN(c2ccccn2)CC1 (configuration not stated) | 5 | 7 | 7 | -11 | -1 | 2.1 | 3 | 1 | 1 |
| O=C(COC(=O)c1cc2c(s1)CCCCC2)NC1CCS(=O)(=O)C1 (configuration not stated) | 12 | 2 | -4 | -8 | 11 | -0.6 | 2 | -4 | 3 |
| COc1ccc(C(=O)c2coc3ccc(O)c(CN4CCOCC4)c23)cc1 | -1 | 3 | 1 | 3 | 0 | -2.2 | 3 | 9 | -7 |
| CCCCN(CC)CCNC(=O)c1cn(C)c(=O)c2c1c1ccccc1n2C | -5 | 15 | 1 | -1 | 5 | 1.1 | 17 | -3 | -9 |
